Source: PubChem
MrgX1 antag – blocks BAM8-22 activation of human MrgX1 receptor; Q96LB2; MRGX1-HEK293 calcium flux, Fluo-4, BAM8-22 antagonism; active compounds read low; B-score at 10 µM; hit rate 1.3% among 310,000; AID 588676;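 active means calcium-response B-score plate-corrected more than 3 library SD below zero, starting fluorescence within 5 deviations, no agonist response on first addition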;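 further: peak minus trough fluorescence over baseline after final BAM8-22 challenge near maximal dose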
Target sequence (Q96LB2 whole entry, looked up): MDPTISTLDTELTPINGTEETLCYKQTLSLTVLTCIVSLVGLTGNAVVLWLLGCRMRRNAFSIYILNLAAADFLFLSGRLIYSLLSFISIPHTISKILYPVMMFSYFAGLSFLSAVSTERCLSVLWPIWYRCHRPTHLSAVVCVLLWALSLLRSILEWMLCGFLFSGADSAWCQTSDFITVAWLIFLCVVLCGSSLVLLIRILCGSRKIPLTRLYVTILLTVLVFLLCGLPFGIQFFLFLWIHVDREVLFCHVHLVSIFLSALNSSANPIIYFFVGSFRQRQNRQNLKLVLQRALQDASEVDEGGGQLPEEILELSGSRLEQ
RGS4 block – inhibitors of human RGS4; P49798; HEK293 M3R/RGS4 inducible, Fluo-4 calcium flux; active compounds read high; triggered by carbachol at its EC20; B-score at 10 µM; hit rate 0.45% among 310,000;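 active means B-score, a plate-corrected calcium signal, over three deviations above library mean, with baseline fluorescence within five deviations of library mean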;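 further: RGS4 expression induced by doxycycline in cells with stable M3 receptor; B-score is computed from the integrated fluorescence ratio over baseline after carbachol; higher B-score means a larger calcium signal and so more RGS4 inhibition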
Target sequence (P49798 whole entry, looked up): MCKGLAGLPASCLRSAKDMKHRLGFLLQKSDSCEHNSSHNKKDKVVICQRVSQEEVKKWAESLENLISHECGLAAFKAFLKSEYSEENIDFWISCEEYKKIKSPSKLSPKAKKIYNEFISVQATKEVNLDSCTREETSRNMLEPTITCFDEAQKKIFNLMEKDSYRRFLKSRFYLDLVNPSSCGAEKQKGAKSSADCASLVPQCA
TRPC6 act – mouse TRPC6 channel activation | Q61143 | HEK293-TRPC6 membrane potential dye fluorescence; active compounds read high | B-score at 10 µM | hit rate 0.13% among 310,000 | AID 2550;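 active means B-score of the integrated fluorescence ratio above library mean plus 3 SD, and starting fluorescence ratio within library mean plus 5 SD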;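 further: higher score means more depolarization so channel activation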
ANO1 block – blocks the mouse calcium-activated chloride channel TMEM16A | AID 588511 | HEK293 TMEM16A/YFP iodide influx fluorescence, ionomycin | hit rate 1.2% among 310,000 | normalized B-score (activity score, 25-100; higher = stronger inhibition) at 10 µM | Q8BHY3;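 active means ratio plate-corrected score three or more library SD toward inhibition, starting fluorescence score within five deviations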;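 further: score derived from kinetic fluorescence span divided by baseline fluorescence per well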
ANO1 activ – activators or potentiators of mouse TMEM16A chloride channel; hit rate 0.3% among 340,000; HEK293 TMEM16A/YFP-H148Q/I152L, iodide quench fluorescence; active compounds read low; AID 623877; B-score at 10 µM; Q8BHY3;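 active means fluorescence-ratio B-score plate-corrected deviation score at least 3 library SD below zero, with starting fluorescence score within 5 deviations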;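 further: channel opened by trigger with iodide after compound preincubation; score built on the fluorescence ratio of max minus min over baseline; more negative score means more quench and so TMEM16A activation or potentiation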
MrgX1 allo act – allosterically activates human MrgX1 receptor signaling; Q96LB2; MrgX1-HEK293, Fluo-4 calcium flux, FDSS; active compounds read high; B-score at 10 µM; hit rate 0.63% among 310,000;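 active means plate-corrected calcium response at least 3 library SD above typical, normal starting fluorescence, not activating the receptor alone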;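 further: compound read alongside a low EC10 to EC30 dose of BAM8-22 agonist; peak minus trough fluorescence over baseline measured at the second addition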
TRPC4 agonist – TRPC4 (mouse) channel activation; Q9QUQ5; HEK293 TRPC4beta/mu-opioid, Fluo4 calcium fluorescence; active compounds read high; B-score at 10 µM; hit rate 0.49% among 310,000; AID 2237;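 active means B-score above 5 SD of library B-scores, and initial fluorescence ratio not above library mean plus 5 SD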;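 further: positive B-score marks a calcium rise read as TRPC4 activation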
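Assay system: HEK293 stable line with TRPC4beta plus mu-opioid receptor; schedule: 45 min room-temperature Fluo4 loading, 110 s read; technique: kinetic Fluo4 calcium fluorescence; evaluation: integrated baseline-normalised fluorescence ratio, converted to per-well B score; controls: buffer (low) and maximal DAMGO (high)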
MrgX1 agonist – human MrgX1 receptor agonism, primary screen. Q96LB2. MrgX1-HEK293 cells, Fluo-4 calcium fluorescence, agonist mode; active compounds read high. B-score at 10 µM. hit rate 0.44% among 310,000;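 active means calcium response B-score plate-corrected fluorescence ratio at least 3 library SD, with starting fluorescence B-score inside 5 SD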
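Assay system: MrgX1-expressing HEK293 cells / Amount: fifteen thousand cells per well / Doses: test compound in the initial addition of three / Timing: cells plated overnight, dye loaded 0.5 h 37 °C, 0.5 h room temperature / Technique: kinetic calcium dye fluorescence, Fluo-4 NW / Control set: positive and negative controls per plate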
TRPC6 inhibitor – blocks the mouse TRPC6 cation channel; hit rate 1.1% among 310,000; B-score at 10 µM; HEK293-TRPC6, membrane potential dye, ACh-evoked depolarization; active compounds read low; Q61143;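 active means B-score under library mean minus 3 SD, initial fluorescence not abnormally high, positive integrated signal ratio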;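 further: B-score derived from integrated fluorescence ratio over the kinetic read; more negative B-score means stronger inhibition of depolarization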
TRPC4 potent – allosterically enhances the mouse TRPC4 cation channel; Q9QUQ5; HEK293 TRPC4beta/mu-opioid, DAMGO EC20, Fluo-4 Ca2+ flux; active compounds read high; B-score at 10 µM; hit rate 0.42% among 310,000; AID 2227;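 active means B-score of calcium response area above 5 SD of library B-scores, with initial fluorescence ratio within 5 SD of library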;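 further: B-score of integrated fluorescence ratio over time as area under calcium response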
TRPC4 inh – inhibitors of mouse TRPC4 channel; B-score at 10 µM; Q9QUQ5; AID 2247; hit rate 0.39% among 300,000; HEK293 TRPC4beta/mu-opioid, DAMGO-evoked Fluo4 calcium flux; active compounds read low;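 active means B-score over 3 SD under the library average, no early fluorescence shift, positive overall ratio signal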
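test system = HEK293 cells with stable TRPC4beta plus mu-opioid receptor expression | detection = Fluo4 Ca2+ flux fluorescence | read-out = integrated fluorescence ratio relative to baseline, converted to per-well B score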
Active calls of the source: *; i = inactive; . = not tested or not shown.

| canonical_smiles | MrgX1 antag | RGS4 block | TRPC6 act | ANO1 block | ANO1 activ | MrgX1 allo act | TRPC4 agonist | MrgX1 agonist | TRPC6 inhibitor | TRPC4 potent | TRPC4 inh |
| --- | --- | --- | --- | --- | --- | --- | --- | --- | --- | --- | --- |
| Cc1cccc(NC(=O)/C(C#N)=C\c2ccc(C(=O)O)cc2)c1 | i | i | i | i | i | i | i | i | i | i | i |
| CCCCOC(=O)c1ccc(NC(=O)COC(=O)CSc2nc(C)cc(C)n2)cc1 | i | i | i | i | i | i | i | i | i | i | i |
| CCn1cc(C2=NCC(C)O2)c2ccccc21 (stereo not given) | i | i | i | i | i | i | i | i | i | i | i |
| COc1ccccc1C1c2[nH]c3ccccc3c2C[C@H]2C(=O)N(C3CCN(Cc4ccccc4)CC3)CC(=O)N12 (stereo not given in full) | i | i | i | i | i | i | i | i | i | i | i |
| COc1ccc(C(=O)N2CCCN(C)CC2)c(OC)c1 | i | i | i | i | i | i | i | i | i | i | i |
| CCCc1c(C)[nH]c2nc3ccccc3n2c1=O | i | i | i | i | i | i | i | i | i | i | i |
| Cc1nc(N2CCCCC2)sc1C(=O)c1ccc(SCCO)c([N+](=O)[O-])c1 | i | i | i | i | i | i | i | i | i | i | i |
| Cc1cc(NC(=O)CSc2nnc(CNC(=O)c3cccc(C(F)(F)F)c3)o2)no1 | i | i | i | i | i | i | i | i | i | i | i |
| CCn1ccc(C(=O)NC2CCCC2)n1 | i | i | i | i | i | i | i | i | i | i | i |
| CN(CCOc1ccccc1)CCOc1ccccc1 | i | i | i | i | i | i | i | i | i | i | i |
| Cc1ccc(SCCNC(=O)c2ccc(C)c([N+](=O)[O-])c2)cc1 | i | i | i | i | i | i | i | i | i | i | i |
| CCOc1cc(/C=C(\C#N)C(=O)NCc2cccnc2)ccc1O | i | i | i | i | i | i | i | i | i | i | i |
| CC1(C)NC(=O)N(CC(O)Cn2nnc3ccccc32)C1=O (stereo not given) | i | i | i | i | i | i | i | i | i | i | i |
| CCCCn1c(=O)c(CC(C)=O)nc2ccccc21 | i | i | i | i | i | i | i | i | i | i | i |
| O=C(c1ccco1)N1CCN(C(c2ccc(F)cc2)c2nnnn2Cc2cccs2)CC1 (stereo not given) | i | i | i | i | i | i | i | i | i | i | i |
| COc1ccc(Nc2ccc(S(=O)(=O)N3CCCCC3)cc2[N+](=O)[O-])cc1Cl | i | i | i | i | i | i | i | i | i | i | i |
| Cn1c(Cc2ccccc2)nnc1SCC(=O)Nc1ccc(N2CCOCC2)cc1 | i | i | i | i | i | i | i | i | i | i | i |
| O=S1(=O)NC(=NCc2ccccc2)c2ccccc21 | i | i | i | i | i | i | i | i | i | i | i |
| O/N=C/c1ccc(OCc2ccccc2)c(Cl)c1 | i | i | i | i | i | i | i | i | i | i | i |
| CC(C)(C)N(Cc1ccccc1)C(=O)c1ccncc1 | i | i | i | i | i | i | i | i | i | i | i |
| CCOC(=O)Cn1cc(C=O)c2ccccc21 | i | i | i | i | i | i | i | i | i | i | i |
| CC(C)c1ccc(NC(=O)C2CCCN(S(=O)(=O)c3cnc[nH]3)C2)cc1 (stereo not given) | i | i | i | i | i | i | i | i | i | i | i |
| CC(=O)Nc1ccc(NC(=O)C2CCC(CNS(=O)(=O)c3cccc4nsnc34)CC2)cc1 (stereo not given) | i | i | i | i | i | i | i | i | i | i | i |
| Cc1ccc(S(=O)(=O)N/N=C/c2c(C)nn(-c3ccccc3)c2C)cc1 | i | i | i | i | i | i | i | i | i | i | i |
| S=c1[nH]nc(-c2ccco2)n1/N=C/c1ccc(Br)s1 | i | i | i | i | i | i | i | i | i | i | i |
| O=C(Cc1ccccc1)Nc1ccccc1C(=O)Nc1ccc(C(=O)O)cc1 | i | i | i | i | i | i | i | i | i | i | i |
| COc1ccc(C2/C=C\CN(C(=O)C3CCCC3)CC(=O)N2Cc2ccc(F)cc2)cc1 (stereo not given) | i | i | i | i | i | i | i | i | i | i | i |
| COc1ccc(NC(=O)N2CCCC2C(=O)Nc2ccc(C)cc2C)cc1 (stereo not given) | i | i | i | i | i | i | i | i | i | i | i |
| COc1ccc(-c2nnn(CC(=O)NCCc3ccc(OC)c(OC)c3)n2)cc1 | i | i | i | i | i | i | i | i | i | i | i |
| CC(C)(C)Cc1nnc(NC(=O)c2ccc([N+](=O)[O-])cc2)s1 | i | i | i | i | i | i | i | i | i | i | i |
| C=CCOC(=O)C1=C[C@@H](c2ccccc2)[C@H](CCCO)[C@@H](OCC)O1 | i | i | i | i | i | i | i | i | i | i | i |
| CC(=O)Nc1ccc(S(=O)(=O)N2CCN=C2SCc2cccnc2)cc1 | i | i | i | i | i | i | i | i | i | i | i |
| O=C(CC1C(=O)NCCN1Cc1ccc(-c2ccccc2)cc1)NCCOc1cccnc1 (stereo not given) | i | i | i | i | i | i | i | i | i | i | i |
| Cc1ccc(-c2nc3cc(C)ccc3o2)cc1 | i | i | i | i | i | i | i | i | i | i | i |
| Cc1ccc(C(=O)COC(=O)c2cc(Cl)nc3ccccc23)cc1C | i | i | i | i | i | i | i | i | i | i | i |
| COC(CNC(=O)c1ccc2nc3ccccc3c(=O)n2c1)OC | i | i | i | i | i | i | i | i | i | i | i |
| CCOC(=O)CN(C(=O)CNC(=O)c1cccs1)C(C(=O)NC1CCCC1)c1cccnc1 (stereo not given) | i | i | i | i | i | i | i | i | i | i | i |
| O=C1C2C3c4ccccc4C(c4ccccc43)C2C(=O)N1c1cccnc1 (stereo not given) | i | i | i | i | i | i | i | i | i | i | i |
| O=C(Nc1ccn(Cc2ccc(Cl)cc2)n1)c1ccc2c(c1)OCO2 | i | i | i | i | i | i | i | i | i | i | i |
| COc1ccc(-n2c(=O)[nH]c3cc(C(=O)NCCc4ccc(Cl)cc4)ccc3c2=O)cc1OC | i | i | i | i | i | i | i | i | i | i | i |
| Cc1c(Cl)c([N+](=O)[O-])nn1CCCC(=O)Nc1sc2c(c1C(N)=O)CCC(C)C2 (stereo not given) | i | i | i | i | i | i | i | i | i | i | i |
| O=S(=O)(c1ccc2ccccc2c1)N(CC(O)COCc1ccco1)c1ccccc1 (stereo not given) | i | i | i | i | i | i | i | i | i | i | i |
| CN(NC(=O)CN1C(=O)c2ccccc2C1=O)C1=NS(=O)(=O)c2ccccc21 | i | i | i | i | i | i | i | i | i | i | i |
| COC(=O)/C=C1\S/C(=N/NC(=O)c2ccccc2)NC1=O | i | i | i | i | i | i | i | i | i | i | i |
| CCC(C)NS(=O)(=O)c1ccc(NS(C)(=O)=O)cc1 (stereo not given) | i | i | i | i | i | i | i | i | i | i | i |
| Cc1ccc(C2C(C(=O)O)c3ccccc3C(=O)N2C)o1 (stereo not given) | i | i | i | i | i | i | i | i | i | i | i |
| O=C(NCCSc1ccc(Br)cc1)c1ccccc1 | i | i | i | i | i | i | i | i | i | i | i |
| COC(=O)C1C2CCC(C2)C1C(=O)OCC(=O)c1ccccc1 (stereo not given) | i | i | i | i | i | i | i | i | i | i | i |
| CCN1C(=NCCCCO)N[C@@H](c2cccc(F)c2)C(C(=O)OC)=C1C | i | i | i | i | i | i | i | i | i | i | i |
| Cc1c(S(=O)(=O)N2CCCC(C)C2)c(=O)n(C)c(=O)n1C (stereo not given) | i | i | i | i | i | i | i | i | i | i | i |
| CN(C)c1ccc(/C=N/NC(=O)CCc2c[nH]c3ccccc23)cc1 | i | i | i | i | i | i | i | i | i | i | i |
| CCC(=O)NC1(C(F)(F)F)C(=O)Nc2c1c(=O)n(C)c(=O)n2C (stereo not given) | i | i | i | i | i | i | i | i | i | i | i |
| CC1=C(C(=O)OCc2ccccc2)C(c2cccc(F)c2)NC(=O)N1 (stereo not given) | i | i | i | i | i | i | i | i | i | i | i |
| Cc1ccc(-c2noc(CSc3nnnn3-c3ccccc3)n2)cc1 | i | i | i | 100* | i | i | i | i | i | i | i |
| O=C(OCc1cccc([N+](=O)[O-])c1)c1ccncc1 | i | i | i | i | i | i | i | i | i | i | i |
| Cc1cccc(C(=O)n2cnnc2N)c1 | i | i | i | i | i | i | i | i | i | i | i |
| CC/C(=N\NC(=O)COc1ccc(Br)cc1)c1ccc(OC)c(OC)c1 | i | i | i | i | i | i | i | i | i | i | i |
| O=C(/C=C/c1cccc([N+](=O)[O-])c1)NCCSCc1ccc(Cl)cc1Cl | i | i | i | i | i | i | i | i | i | i | i |
| Cc1ccc(Cn2c(C(CO)Nc3nc(-c4ccc(F)cc4)cs3)nc3ccccc32)cc1 (stereo not given) | i | i | i | i | i | i | i | i | i | i | i |
| CCCCN(CCCC)CCNC(=O)c1cn(CC)c2ccc(S(=O)(=O)N(C)C3CCCCC3)cc2c1=O | i | i | i | i | i | i | i | i | i | i | i |

Further entries:
| canonical_smiles | MrgX1 antag | RGS4 block | TRPC6 act | ANO1 block | ANO1 activ | MrgX1 allo act | TRPC4 agonist | MrgX1 agonist | TRPC6 inhibitor | TRPC4 potent | TRPC4 inh |
| --- | --- | --- | --- | --- | --- | --- | --- | --- | --- | --- | --- |
| O=C(Cn1ncc2c(=O)oc3ccccc3c21)Nc1nc2ccccc2s1 | . | i | i | . | . | . | i | . | i | i | i |
| CN(CC(=O)Nc1cccc(C(F)(F)F)c1)Cc1ccccc1 | i | i | i | i | i | i | i | i | i | i | i |
| COc1ccc(-c2nnc(SCC(=O)O)n2Cc2ccccc2)cc1 | i | i | i | i | i | i | i | i | i | i | i |
| Cc1ccc2c(c1C)OC(=O)CC2c1ccccc1 (stereo not given) | i | i | i | i | i | i | i | i | i | i | i |
| Nc1nonc1-n1nnc(C(=O)N/N=C/c2ccoc2)c1-c1ccccc1 | i | i | i | i | i | i | i | i | i | i | i |
| COC(=O)c1cc(S(=O)(=O)Nc2cccc(OC)c2)cn1C | i | i | i | i | i | i | i | i | i | i | i |
